AID inhibitor: Primary qHTS assay for inhibitors of Activation Induced Cytidine Deaminase (AID): AID signal; Single-stranded DNA cytosine deaminase (Homo sapiens), Q9GZX7; AID deamination FRET fluorescence, UDG-coupled, 4 h; Potency, µM (highest dose often 115 µM), without a hit: top-dose activity change, negative = inhibition, usual class: inhibitors; hit rate 0.32% among 91,000; AID 1347428, 2020; further: nearly all actives have a fitted effect of over 25% in size
Target sequence (Q9GZX7 whole entry, looked up): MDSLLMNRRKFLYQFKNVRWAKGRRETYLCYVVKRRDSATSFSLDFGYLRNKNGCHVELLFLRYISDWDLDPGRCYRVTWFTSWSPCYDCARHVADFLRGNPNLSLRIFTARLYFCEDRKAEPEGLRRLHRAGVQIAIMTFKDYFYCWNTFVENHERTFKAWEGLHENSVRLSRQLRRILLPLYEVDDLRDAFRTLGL
UDG counter: Primary qHTS assay for inhibitors of Activation Induced Cytidine Deaminase (AID): UDG Counterscreen signal; Uracil-DNA glycosylase; AID 1347430, 2020; hit rate 0.14% among 91,000; Potency, µM (series often up to 115 µM), inactives show at the top dose activity change, negative = inhibition, usual class: inhibitors; FRET deamination/UDG coupled assay, UDG read, 4 h; further: nearly all actives have a fitted effect of over 65% in size
* marks the source's active call; other numbers are inactive results; ? = inconclusive; [ ] = remark or other dose. The call rests on the fitted dose curve; in most records, active means well fitted curve in the direction sought with a large enough effect; inconclusive means small, poorly fitted or top-dose-only effect, or another doubt; inactive means no such curve, though single readings can be large; an effect the other way counts as inactive or inconclusive. On the % scale 0 is the no-effect control and ±100 the full control effect; potency means the concentration at half of the fitted maximal effect.

SMILES	AID inhibitor	UDG counter
COC(=O)CSc1nnc2c3c(c(C#N)c(Nc4ccccc4)n12)CC(C)(C)OC3	4%	-1%
COc1ccc(NC(=O)c2ccc3c(SCC(=O)O)c4c(nc3c2)CCCC4)cc1OC	-2%	-2%
Cc1ccc(Nc2ccc([N+](=O)[O-])c3cnccc23)cc1	-15%	-4%
Cc1ccc(NC(=O)/C(C#N)=C/c2ccc(-c3ccc(Cl)c(C(=O)O)c3)o2)cc1C	79µM*	?
COc1ccc(NC(=O)c2oc3ccccc3c2NC(=O)c2cc(=O)c3cc(Cl)ccc3o2)cc1	4%	-11%[57.5 µM]
Cc1ccc(-c2csc(Nc3ccccn3)n2)cc1	-5%	-8%
CCc1ccccc1NC(=O)Cn1c(=O)ccc2cc(S(=O)(=O)N3CCCC3)ccc21	1%	-6%
CCc1c(C)c2cc3c(c(C)c2oc1=O)OCN(CCc1ccccc1F)C3	15%	7%
COc1cc(C2CC(=O)Nc3c2c(=O)nc2c(C)cccn32)cc(OC)c1OC (stereo not drawn)	36%[activator]	12%
CCCCOC(=O)c1ccc(NC(=O)C2(c3cccs3)CCOCC2)cc1	-2%	?

Grouped by structure, the entries above with a halogen.
SMILES	AID inhibitor	UDG counter
Cc1ccc(NC(=O)/C(C#N)=C/c2ccc(-c3ccc(Cl)c(C(=O)O)c3)o2)cc1C	79µM*	?
COc1ccc(NC(=O)c2oc3ccccc3c2NC(=O)c2cc(=O)c3cc(Cl)ccc3o2)cc1	4%	-11%[57.5 µM]
CCc1c(C)c2cc3c(c(C)c2oc1=O)OCN(CCc1ccccc1F)C3	15%	7%

Entries of single compounds as entered above. Order of values: AID inhibitor, UDG counter
`Cc1ccc(-c2csc(Nc3ccccn3)n2)cc1` is entered as -5%, -8%
`CCCCOC(=O)c1ccc(NC(=O)C2(c3cccs3)CCOCC2)cc1` is entered as -2%, ?
`COc1ccc(NC(=O)c2ccc3c(SCC(=O)O)c4c(nc3c2)CCCC4)cc1OC` is entered as -2%, -2%
`COC(=O)CSc1nnc2c3c(c(C#N)c(Nc4ccccc4)n12)CC(C)(C)OC3` is entered as 4%, -1%
`Cc1ccc(Nc2ccc([N+](=O)[O-])c3cnccc23)cc1` is entered as -15%, -4%

The listing continues.
SMILES	AID inhibitor	UDG counter
CCOc1ccccc1NC(=O)c1c(NC(=O)c2cccc(C)c2)sc2c1CCC2	44%[activator]	-3%
O=C(O)CSc1nc2ccc(NC(=O)COc3ccc(Cl)cc3)cc2s1	34%[activator]	-4%
CCOc1ccc(C(=O)Nc2c(C(=O)Nc3ccccc3F)oc3ccccc23)cc1OCC	10%	-1%
COc1ccc(N/C=C/C(=O)c2ccc(C(C)C)cc2)cc1	-3%	-4%
Cc1ccc2cc(CCCl)c(Cl)nc2c1	3%	9%
CCc1ccccc1Nc1nc2cc(Cl)c(Cl)cc2nc1-n1nc(C)cc1C	11%	5%
Cc1cc(C)cc(Nc2ncnc3onc(-c4ccc(F)cc4)c23)c1	-4%	21%
CCOC(=O)c1c(NC=C(C#N)C#N)sc(C)c1CC	-1%	1%
CC(NC(=O)c1cccs1)C1CC2CCC1C2 (stereo not drawn)	0%	5%
CC(C)(C)C1CCC(NC(=O)c2ccncc2)CC1 (stereo not drawn)	-3%	4%
CC(Nc1ccc(S(N)(=O)=O)cc1[N+](=O)[O-])c1ccco1 (stereo not drawn)	10%	3%
Cc1c2cnn(CC(=O)NCCc3ccccc3)c(=O)c2c(C)n1Cc1ccccc1Cl	-8%	18%
O=C1CCCC2=C1C(c1ccc(Cl)cc1Cl)C1=C(CCCC1=O)O2	-7%	10%
Cc1ccc(OCC(=O)Nc2cccc3ccc(C)nc23)c(C)c1	0%	4%
Cc1ccccc1C1=CCN(c2ncc(NC(=O)c3ccc(Cl)cc3)cc2C(=O)O)CC1	?	-9%
COc1ccc(C)cc1NS(=O)(=O)c1ccc(-c2cnc(C3CC3)o2)cc1	-5%	5%
CCNC(=O)c1cc(-c2ccccn2)nc2ccccc12	-14%	-9%
COc1ccc(NC(=O)CNC(=O)Cn2c(C)cc3ccccc3c2=O)cc1OC	-20%	6%
O=C(c1ccccc1OC(F)F)N1CCCCC1	-2%	4%
O=C(CSc1nccn1Cc1ccco1)Nc1ccc(OC(F)(F)F)cc1	-24%	-4%
O=C(Cc1coc(-c2ccccc2)n1)NC1CCCCCC1	-1%	2%
COc1cc(OC)c(N(C)C(=O)c2sc3nc4n(c(=O)c3c2C)CCCC4)cc1Cl	-16%	3%
O=C1OCC2=C1C(c1ccc3c(c1)OCO3)CC(=O)N2c1ccc(F)cc1 (stereo not drawn)	-7%	-4%
CCOc1ccccc1CNC(=O)CSc1nnc(C)c2c(C)n(-c3ccccc3)nc12	-33%	-4%
COc1ccc(-c2c(NC(=O)c3ccc([N+](=O)[O-])cc3)oc3ccccc3c2=O)cc1OC	-16%	-11%
CCc1ccc(-n2nc(C)c3c(C(=O)Nc4cc(OC)cc(OC)c4)cc(C)nc32)cc1	-7%	0%
Cc1ncsc1C(=O)NCc1cccs1	2%	6%
CCOc1ccc2nc(N(Cc3cccnc3)C(=O)C3=COCCO3)sc2c1	-27%	-11%
O=[N+]([O-])c1cccc2nc(/C=C/c3ccccc3OC(F)F)ccc12	2%	-1%
CC(C)c1cc(C(=O)NCc2ccccc2)no1	13%	15%
CCC(=O)N1CCN(c2oc(/C=C/c3ccc(C)cc3)nc2C#N)CC1	-3%	-7%
Cc1ccc(C(=O)Nc2cccc3cccnc23)cc1Cl	25%	-1%
O=C(OCC(=O)N1CCc2ccccc21)c1ccccc1C(=O)c1ccc(Cl)c([N+](=O)[O-])c1	0%	2%
CCN1c2cc(C)ccc2-n2cccc2C12CCN(C(=O)Nc1cc(OC)c(OC)c(OC)c1)CC2	?	89µM*
O=C(O)c1ccc(Cl)cc1F	-2%	-2%
COc1ccccc1OCC(O)CN1CCN(CC(=O)Nc2c(C)cccc2C)CC1 (stereo not drawn)	8%	-2%
COc1ccc(-n2c(SCC(=O)NCc3ccc(C)cc3)nc3n[nH]c(C)c3c2=N)cc1	-10%	12%[57.5 µM]
O=C(Nc1ncc(Cc2ccccc2)s1)C1CC(=O)N(Cc2ccco2)C1 (stereo not drawn)	-1%	4%
S=C(NCc1ccccc1)Nc1ccccc1I	-7%	-2%
COc1ccc(CC(=O)Nc2sc3c(c2C(=O)Nc2c(C)cccc2C)CCCCC3)cc1	-10%	1%
COCc1cc(C)n(CC(=O)Nc2cc(C)c(C)cc2Br)c(=O)c1C#N	-7%	-4%
Cc1ccc(NC(=O)CN2C(=O)COc3ccc(S(=O)(=O)N4CCOCC4)cc32)c(Cl)c1	-5%	2%[57.5 µM]
Cc1ccc(CN2C(=O)c3oc4ccc(C)cc4c(=O)c3C2c2ccc(O)cc2)cc1 (stereo not drawn)	17%	1%
COc1ccc(-c2cc(C(=O)O)no2)cc1OC	3%	3%
Cc1ccccc1NC(=O)C1CCN(S(=O)(=O)c2c(C)noc2/C=C/c2ccco2)CC1	-3%	0%[57.5 µM]
CCOc1ccc(NC(=O)c2ccc3c(c2)c(C)c(C)n3Cc2ccc(F)cc2)cc1	19%	?
CCc1nnc2c(NCc3ccccc3)nc3ccccc3n12	7%	4%
CCCNC(=O)CNC(=O)c1nn(-c2ccccc2)c(=O)c2ccccc12	5%	-2%
O=C(O)c1ccc(/C=C/c2nc3cc(Cl)ccc3s2)cc1	-9%	-8%
CCC(C)c1ccc(-c2c(C)sc(N)c2C#N)cc1 (stereo not drawn)	8%	0%

(listing goes on)
SMILES	AID inhibitor	UDG counter
CS(=O)(=O)N1N=C(c2ccccc2)CC1c1ccc2nccnc2c1 (stereo not drawn)	-6%	-3%
COc1ccccc1N1CCN(S(=O)(=O)c2ccc(-n3cnnn3)cc2)CC1	-21%	-2%[57.5 µM]
CCCCN(CCCC)CCNC(=O)CN1C(=O)CSc2ccc(S(=O)(=O)N3CCOCC3)cc21	8%	10%
COCCN1CCC(OC(C)=O)C(C)C1C (stereo not drawn)	-5%	-8%
CCOc1ccc(NC(=O)CCNS(=O)(=O)c2cccc3nonc23)cc1	19%	9%
O=C(NCC1CC1)c1ccc(F)cc1	-9%	-3%
COc1ccc(OCCSC2=NCC(C)(C)CN2)cc1	0%	7%
CCOc1ccc(OCC)c(NC(=O)c2cnc3c(-c4ccccc4)c(C)nn3c2C)c1	6%	-5%
COc1ccccc1C(=O)CC1(O)C(=O)N(CC(N)=O)c2ccccc21 (stereo not drawn)	6%	13%
Cc1cccc(NC(=O)CC(C)c2ccccc2)c1 (stereo not drawn)	-5%	0%
O=C(NCc1ccc(-n2cccn2)cc1)c1cc(F)ccc1Br	-2%	3%
CC(=O)c1ccc(NC(=O)COc2ccccc2-c2nc(-c3ccccc3)no2)cc1	8%	22%
COc1ccc2c(c1)CCC/C2=N\OC(=O)c1cc(SC)ccc1Cl	7%	-11%
COc1ccc(NC(=O)Cn2c(=O)oc3cc(Cl)ccc32)c(OC)c1	4%	-5%[57.5 µM]
Cc1ccc(-c2nsc(NC(=O)c3oc4cc(C)c(Cl)cc4c3C)n2)cc1	3%	7%[57.5 µM]
CCN(CC)C(=O)c1ccc2c(c1)N(Cc1c(F)cccc1Cl)C(=O)c1ccccc1S2	71µM*	-21%
O=C(Nc1noc2ccccc12)c1cccc(Cl)c1Cl	9%	1%
c1ccc(CNc2nc3ccccc3c3nc(-c4ccccc4)nn23)cc1	-3%	?
Cc1nc(-c2cccs2)c(CC(=O)NC(C)c2cccc3ccccc23)s1 (stereo not drawn)	-6%	-11%
Cc1ccc(Cn2cc(S(=O)(=O)c3cccc(C)c3)c(=O)c3cc(F)c(N4CCOCC4)cc32)cc1	?	-14%

Two consecutive compounds out of the list so far, for reference:
SMILES	AID inhibitor	UDG counter
O=C(Nc1noc2ccccc12)c1cccc(Cl)c1Cl	9%	1%
c1ccc(CNc2nc3ccccc3c3nc(-c4ccccc4)nn23)cc1	-3%	?

(further entries)
SMILES	AID inhibitor	UDG counter
Nc1ccn([C@@H]2O[C@H](CO)[C@@H](O)C2O)c(=O)n1 (stereo partly drawn)	9%	8%
COc1ccc(C(=O)c2cn(Cc3ccc(F)cc3)c3ccc(C)cc3c2=O)cc1	?	-6%
Cc1sc(N2CCCC2)nc1-c1ccc(NS(C)(=O)=O)cc1	-2%	-2%
CC(=O)Nc1ccc2nc(SCc3ccccc3)sc2c1	-14%	?
O=C(Nc1ccc2oc(-c3cccc4c(Br)cccc34)nc2c1)c1cccc(Cl)c1	46%[activator][57.5 µM]	8%[57.5 µM]
CCc1cccc(NC(=O)CN(C)S(=O)(=O)c2ccc3[nH]c4c(c3c2)CCCC4)c1	31%[activator]	-22%[57.5 µM]
COc1ccc(CCNC(=O)c2ccc3c(c2)N(Cc2ccccc2C)C(=O)c2ccccc2S3)cc1OC	3%	-11%[57.5 µM]
CCc1ccc(C2C(C(=O)N3CCCCC3)=C(C)NC3=C2C(=O)CC(C)(C)C3)cc1 (stereo not drawn)	-2%	11%
COc1cc(C(CC(=O)Nc2ccc(F)cc2F)N2Cc3ccccc3C2=O)cc(OC)c1OC (stereo not drawn)	1%	-7%
CC(C)(C)C(=O)Nc1ccc(C(=O)Nc2ccc(CC(=O)O)cc2)cc1	8%	1%
COc1cc2c(cc1OC)C(COc1ccc3c(C)cc(=O)oc3c1)N(C(=O)Cc1ccccc1)CC2 (stereo not drawn)	-2%	1%
COc1ccc(OC)c(CCNC(=O)c2ccc(N3C(=O)CCS3(=O)=O)cc2Cl)c1	0%	6%
CC(Cc1ccccc1)NNC(=O)C(O)(Cc1ccccc1)Cc1ccccc1 (stereo not drawn)	-5%	-6%
Cn1nc(C(=O)NCC2COc3ccccc3O2)c2ccccc2c1=O (stereo not drawn)	-17%	-12%
Fc1ccccc1-c1nnc(SCc2ccccc2Br)n1C1CC1	-13%	0%
CCC(C)NC(=O)C1=CC(c2cccs2)=NS(=O)(=O)N1C (stereo not drawn)	1%	0%
O=C(NC1CC(=O)N(c2cccc(F)c2)C1)c1ccc(Br)o1 (stereo not drawn)	9%	5%
Cc1ccsc1C(=O)NCCSC1CCCC1	-3%	-4%
COc1ccc(NS(=O)(=O)c2cc(NC(=O)c3cccc(-n4cccc4)c3)ccc2OC)cc1	-6%	1%
Cc1ccccc1CCNC(=O)C1CCN(S(=O)(=O)c2ccc3c(ccn3C)c2)CC1	3%	24%
CC1=C(c2ccc(Cl)cc2)S(=O)(=O)N=C1N1CCC(C(=O)NCCc2ccco2)CC1	-5%	35%[activator]
COc1ccccc1NC(=O)N(Cc1ccco1)C1CCN(C(C)=O)CC1	-17%	1%
O=C(OCc1ccc(F)cc1Cl)c1ccc(C2Nc3ccccc3S(=O)(=O)N2)cc1 (stereo not drawn)	-5%	3%
COc1ccc(-n2cc(-c3ccccc3)c3c(N4CCCC(C)C4)ncnc32)cc1 (stereo not drawn)	-8%	7%[57.5 µM]
Cc1ccc(Nc2nc(-c3ccccc3)nc3ccccc23)cc1	-1%	-14%
CCN1CCC(N(Cc2ccc3c(c2)OCO3)C(=O)Nc2ccc(Br)c(C)c2)CC1	-21%	-13%
CC(CNC(C)(C)CO)c1ccccc1 (stereo not drawn)	-3%	-9%
Cc1c(Cl)cccc1-n1nnc(C(=O)N(C)c2ccccc2)c1C	-19%	-10%
CCOC(=O)c1ccccc1NC(=O)CSc1cn(CC(=O)N2CCCCC2)c2ccccc12	1%	-4%
COc1ccc(NC(=O)Cn2cnc3c(oc4ccccc43)c2=O)cc1OC	-13%	-4%
CCC(=O)N1CCc2cc(Br)cc(S(=O)(=O)N3CCCC(C(=O)NCc4ccc(F)cc4)C3)c21 (stereo not drawn)	-9%	-10%

Source: PubChem (National Center for Advancing Translational Sciences (NCATS))

Not all compounds are listed. The share of hits here may be higher or lower than overall.
